pAkt inh: inhibitors of Akt phosphorylation; Neuro2A IGF-stimulated pAkt S473 HTRF, 20 min; hits give low values; 0.32% of 360,000 active; AID 651550; activity change, % for hits at 50 µM; in the data active = activity change below about -80%; inconclusive = mostly about -51% to -80%; note: % is set by controls: 0 for no effect and ±100 for the full control effect
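Single-point screen (50 µM final compound) in Neuro2A cells stimulated 20 min with 6 nM IGF at 37 deg C. After lysis, Ser473-phosphorylated Akt read by HTRF (ex 330 nm, em 615/665 nm) as the 665/615 ratio.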
Nrf2 block: blocks Nrf2 signaling. AID 504444. 2.1% of 360,000 active. A549 ARE-Fluc reporter, luciferase luminescence, 18-24 h. Potency, µM (series often up to 46 µM), for inactives: top-dose activity change, negative = inhibition, usual class: inhibitors; note: potency is the fitted concentration of half-maximal effect; % is set by controls: 0 for no effect and ±100 for the full control effect; nearly all actives have a fitted effect of over 60% in size
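A549 ARE_Fluc cells (5000/well, 5% FBS OPTI-MEM) pre-incubated 2 h, then treated with compounds 18-24 h at 37C/5% CO2 in concentration-response. CellTiter-Fluor viability read first; BugLite luciferase luminescence after 15 min at room temperature gives Nrf2 activity.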
TGFb inhibitor: inhibitors of TGF-b signaling; HepG2 CAGA-GFP TGF-b/SMAD3 reporter, GFP fluorescence, 18 h; TGF-beta stimulated, 500 pg/mL final; Potency, µM (series often up to 46.1 µM), without a hit: at the highest dose activity, negative = inhibition, hits mostly inhibitors; 1.2% of 410,000 active; note: potency is the fitted concentration of half-maximal effect; % is set by controls: 0 for no effect and ±100 for the full control effect; nearly all actives have a fitted effect of over 65% in size
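Per well, imaged GFP fluorescence of HEPG2 CAGA-GFP cells gives the signal; cells get compound, then TGF-beta (500 pg/mL final), 18 h at 37 degrees C; %Activity versus -TGF-beta and +DMSO controls.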
HepG2 tox: counter-screen for TGF-b inhibitors: cytotoxicity in HepG2 cells. AID 588856. 0.76% of 410,000 active. HepG2 CAGA-GFP viability, ATP luminescence, 18 h. Potency, µM (doses to about 46.1 µM), inactives show top-dose activity change, negative = cytotoxicity, hits mostly cytotoxic; note: potency is the fitted concentration of half-maximal effect; some results filed as inactive show a strong effect at the top dose
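HepG2 CAGA-GFP cells (1000/well, DMEM with 1% FBS) received compound, then TGF-beta at 500 pg/mL final, and were incubated 18 hours at 37 degrees C. Viability was read by CellTiter-Glo luminescence. Media-only wells were set as complete cell-killing and DMSO as no toxicity.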
Abeta rescue: restores growth of yeast expressing A-beta42 peptide; 0.063% of 410,000 active; yeast expressing A-beta42, growth rescue, OD600, 48 h; response scale: 0% DMSO, 100% iron-clioquinol control; Potency, µM (highest dose often 46.1 µM), inactives show at the highest dose growth rescue, usual class: activators; note: potency is the fitted concentration of half-maximal effect; nearly all actives have a fitted effect of over 55% in size
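Yeast A-beta toxicity model in growth medium with pinned compounds, 48 h at 30 C; growth read as absorbance at 600 nm. Normalized to FeCl3/clioquinol equimolar mix (positive) and DMSO (negative).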
Mm-Cpn inhibitor: M. maripaludis TRiC chaperonin inhibition | Potency, µM (series often up to 76.9 µM), for inactives: at the top dose activity, negative = inhibition, actives largely listed as inhibitors | purified Mm-Cpn ATPase, ADP Transcreener TR-FRET | 0.031% of 330,000 active; note: potency is the fitted concentration of half-maximal effect; % is set by controls: 0 for no effect and ±100 for the full control effect; nearly all actives have a fitted effect of over 80% in size
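ATP (10 uM final) was added to archaeal chaperonin (25 nM final) after 10 min exposure to test compound at 37°C; after 30 min further incubation, ADP was detected by competitive TR-FRET.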
CCT chaperon mod: modulators of cytosolic chaperonin (CCT/TRiC) activity; 0.3% of 360,000 active; activity change, % (test concentration not listed), hits read low; purified chaperonin ATPase assay, HTRF ADP detection, 30 min; in the data active = activity change below about -30%; note: % is set by controls: 0 for no effect and ±100 for the full control effect
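Nucleotide hydrolysis assay: TRiC at 20–40 nM final (set by batch activity) with 10 uM ATP, 30 min at 37 °C, in presence of 76 uM compound. Detection by competitive ADP HTRF, 30 min ambient.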
Nrf2 ARE act: activates Nrf2 signaling; AREc32 ARE-luciferase reporter (MCF7-derived line), luminescence, 24 h; Potency, µM (doses to about 46.1 µM), for inactives: at the top dose activation, most hits filed as activators; 0.31% of 410,000 active; note: potency is the fitted concentration of half-maximal effect; % of control where 0% means no effect; nearly all actives have a fitted effect of over 65% in size
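Luciferase luminescence (Steady-Glo, 30 min at room temperature) served as the read-out of ARE activation in AREc32 cells treated with compounds for 24 hr at 37 deg C.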
A549 tox: A549 cytotoxicity, counter-screen for Nrf2 inhibitors. A549 ARE-Fluc cells, CellTiter-Fluor viability, 18-24 h. Potency, µM (highest dose often 46 µM), inactives show at the top dose activity change, negative = cytotoxicity, usual class: inhibitors. 0.16% of 390,000 active. AID 504648; note: potency is the fitted concentration of half-maximal effect; % is set by controls: 0 for no effect and ±100 for the full control effect
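A549 ARE-Fluc cells in 5% FBS OPTI-MEM, 5000 cells/well, rested 2 h then exposed to compounds in concentration-response for 18-24 h at 37 °C. Viability by CellTiter-Fluor fluorescence (Ex 405/Em 525) after 30 min; luciferase luminescence (BugLite, 15 min, RT) read afterwards.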
Active calls of the source: *; i = inactive; ? = inconclusive; . = no result given; & = joins results of further samples; [ ] = remark or other dose. Unless noted, calls come from the whole dose curve; as a rule, active = well fitted curve in the direction sought with a large enough effect; inconclusive = small, poorly fitted or top-dose-only effect, or another doubt; inactive = no such curve, though single readings can be large; an effect the other way counts as inactive or inconclusive.

SMILES	CCT chaperon mod	Abeta rescue	Mm-Cpn inhibitor	TGFb inhibitor	Nrf2 block	HepG2 tox	A549 tox	Nrf2 ARE act	pAkt inh
CCCCNC(=O)C1(C)CCN1C(=O)c1cc(F)ccc1C (stereo not given)	-2.3	-12%	.	-18%	.	-9%	.	-0.3%	i
O=C(OCC(O)C(O)C(O)COC(=O)c1ccccc1)c1ccccc1 (stereo not given)	1.8	-5%	.	-1%	4%	0%	-2%	-0.7%	i
CCC1Sc2ccc(S(=O)(=O)CCC(=O)NC3CCCCCC3)cc2NC1=O (stereo not given)	-0.6	8%	0%	-24%	?	2%	-11%	0.4%	i
Cc1ccc(S(=O)(=O)Nc2ccc(-c3ccc(N4CCCCCC4)nn3)cc2)c(C)c1	.	-6%	.	-7%	.	5%	-14%	-0.9%	.
CCOC(=O)[C@H]1[C@H]2COc3cc(OC)ccc3[C@@H]2N2C(=O)N(c3ccc(Cl)cc3)C(=O)[C@@]12C	-1.3	-7%	-4%	-26%	-16%	-22%	0%	3.3%	i
CC(OC(=O)CCC(=O)c1ccc(F)cc1)C(=O)NC1CCCCC1C (stereo not given)	-2.9	13%	1%	6%	0%	2%	-2%	0.1%	i
CCN(CC(=O)Nc1c(F)cccc1F)C(=O)C1CCCN(C(=O)c2ccc(Cl)cc2)C1 (stereo not given)	-0.7	5%	-3%	-12%	-12%	-21%	4%	0.0%	i
Cc1cc(NCCO)c2cc(O)ccc2n1	1.7	-16%	-7%	0%	9%	7%	0%[1.84 µM]	-0.7%	i
Cc1ccc([C@H]2C[C@@H](n3cc(COC(=O)c4ccccc4)nn3)[C@H](O)CN2C(=O)C2CCCCC2)cc1	0.2	9%	.	-1%	.	-16%	.	3.5%	i
CCOC(=O)C(Nc1ccc2ccccc2c1)C(=O)OCC	-0.2	-55%[inhibitor]	-1%	?	12%	-104%	1%	11%	i
CCC(C)C(NC(=O)C1CCC(C)CC1)C(=O)NCc1cccnc1 (stereo not given)	-1.6	20%	0%	?	-27%	-11%	-4%	0.1%	i
COc1cc(C2C(C(=O)c3ccc(C)o3)=C(O)C(=O)N2CCCn2ccnc2)cc(OC)c1OC (stereo not given)	1.7	0%	-8%	9%	1%	-25%	10%	4.2%	i

Compounds listed so far with four or more nitrogen atoms (2):
SMILES	CCT chaperon mod	Abeta rescue	Mm-Cpn inhibitor	TGFb inhibitor	Nrf2 block	HepG2 tox	A549 tox	Nrf2 ARE act	pAkt inh
Cc1ccc(S(=O)(=O)Nc2ccc(-c3ccc(N4CCCCCC4)nn3)cc2)c(C)c1	.	-6%	.	-7%	.	5%	-14%	-0.9%	.
Cc1ccc([C@H]2C[C@@H](n3cc(COC(=O)c4ccccc4)nn3)[C@H](O)CN2C(=O)C2CCCCC2)cc1	0.2	9%	.	-1%	.	-16%	.	3.5%	i

The results go on.
SMILES	CCT chaperon mod	Abeta rescue	Mm-Cpn inhibitor	TGFb inhibitor	Nrf2 block	HepG2 tox	A549 tox	Nrf2 ARE act	pAkt inh
FC(F)Oc1ccc(NC(=S)N2CCN(Cc3ccccc3)CC2)cc1	-2.9	-19%	-1%	?	15%	-37%	16%	2.9%	i
COC(=O)c1sccc1S(=O)(=O)N1CCN(c2ccc(Cl)cc2)CC1	.	20%	.	0%	-16%	-21%	6%	5.8%	.
O=C(COC(=O)c1cccnc1)Nc1ccc2c(c1)OCO2	1.1	-2%	2%	-38%	9%	18%	-2%	-0.3%	i
COc1ccc(CCNC(=O)/C(C#N)=C2\N=C(NC(=O)c3cccs3)c3ccccc32)cc1	-1.8	1%	-16%	-16%	2%	-23%	6%	2.9%	i
COc1cc(O)c(C(=O)CC(=O)c2ccncc2)c(OC)c1	-4.1	-58%[inhibitor]	.	4%	?	0%	-3%	5.9%	i
C/C(N)=C(/C#N)C(=O)COC(=O)COc1ccc(Cl)cc1	-2.3&-1.2	2%&10%	2%	-6%&1%	7%&-13%	17%&5%	-3%&2%	-0.6%&0.1%	i
Cc1cccc2[nH]c(CN(C)C(=O)C3CCC(=O)N(C4CC4)C3)nc12 (stereo not given)	0.2	6%	-4%	-5%	14%	0%	1%	-1.0%	i
COc1cccc(NC(=O)N2CCOCC2)c1	0.2	7%[9.22 µM]	3%	1%	.	5%	-4%	-0.5%	i
COc1cccc(/C=N/NC(=S)NCCc2ccccc2)c1OC	0.5	5%	-1%	0%	0%	-12%	4%	0.1%	i
CC(=O)C(Sc1nc(NC(C)(C)C)nc(N(C)C)n1)C(C)=O	1.4	-17%	-1%	-13%	?	-1%	-4%	3.2%	i
COc1cccc(C(=O)N2CCN(Cc3ccco3)CC2)c1OC	-0.3	1%	0%	-1%	.	-4%	26%	-0.5%	i
CCOc1ccccc1-c1nc(CN2CCN(C(=O)c3ccco3)CC2)c(C)o1	-0.2	-5%	0%	19%	-1%	1%	4%	-0.2%	i

Some of the entries so far, with two lines to a compound:
Order of values – CCT chaperon mod, Abeta rescue, Mm-Cpn inhibitor, TGFb inhibitor, Nrf2 block, HepG2 tox, A549 tox, Nrf2 ARE act, pAkt inh
COc1cc(C2C(C(=O)c3ccc(C)o3)=C(O)C(=O)N2CCCn2ccnc2)cc(OC)c1OC (stereo not given)
  1.7, 0%, -8%, 9%, 1%, -25%, 10%, 4.2%, i
FC(F)Oc1ccc(NC(=S)N2CCN(Cc3ccccc3)CC2)cc1
  -2.9, -19%, -1%, ?, 15%, -37%, 16%, 2.9%, i
COC(=O)c1sccc1S(=O)(=O)N1CCN(c2ccc(Cl)cc2)CC1
  ., 20%, ., 0%, -16%, -21%, 6%, 5.8%, .
O=C(COC(=O)c1cccnc1)Nc1ccc2c(c1)OCO2
  1.1, -2%, 2%, -38%, 9%, 18%, -2%, -0.3%, i
COc1ccc(CCNC(=O)/C(C#N)=C2\N=C(NC(=O)c3cccs3)c3ccccc32)cc1
  -1.8, 1%, -16%, -16%, 2%, -23%, 6%, 2.9%, i

Carrying on:
SMILES	CCT chaperon mod	Abeta rescue	Mm-Cpn inhibitor	TGFb inhibitor	Nrf2 block	HepG2 tox	A549 tox	Nrf2 ARE act	pAkt inh
COC(=O)C1CCN(c2ccc(Cl)nn2)CC1	-25	1%	-5%	1%	8%	-2%	4%	0.4%[9.22 µM]	i
c1csc(-c2nc(CN3CCSCC3)cs2)c1	-2.6	4%	-4%	8%	?	-27%	3%	-0.8%	i
Cc1ccsc1/C=N/NC(=O)Cc1cccn1C	-2.0	0%	2%	?	4%	-10%	-1%	2.1%	i
NC(=O)CC(NC(=O)c1ccc(Br)cc1)c1ccc(N2CCC(Br)CC2)c([N+](=O)[O-])c1 (stereo not given)	-1.0	-16%	1%	?	?	-3%	?	3.5%	i
COc1ccc(S(=O)(=O)Nc2c(F)cccc2F)cc1	1.9	-20%	-5%	55%[activator]	-6%	0%	-5%	0.0%	i
Cc1ccc(C(=O)NCCCN2CCOCC2)cc1S(=O)(=O)N1CCOCC1	0.0	2%	1%	8%	2%	0%	-1%	0.3%	i
C[C@@H]1CN([C@@H](C)CO)C(=O)CCCn2nncc2CO[C@H]1CN(C)S(=O)(=O)c1cccc(C#N)c1	-0.3	6%	.	-3%	.	2%	.	0.2%	i
COc1ccccc1/C=C/C(=O)OCC(=O)Nc1ccccc1Sc1ccccc1	0.7	0%	0%	?	-5%	-29%	-2%	-0.2%	i
CCCCN(CCCC)CCCN1CC(=O)N2[C@@H](Cc3c([nH]c4ccccc34)C2(C)C)C1=O	-1.1	6%	2%	19%	9%	3%	2%	-0.7%	i
Cc1ccc(-c2cc(C(=O)N/N=C/c3ccccc3O)n[nH]2)o1	-0.2	5%	-5%	?	-16%	-49%	-11%	4.7%	i
CC1Cc2nc(SCC(=O)N3CCOCC3)n(C)c(=O)c2S1 (stereo not given)	-1.4	16%	1%	-6%	4%	-32%	4%	-0.6%	i
CN(C)c1ccc(CNC(=O)C(Cc2ccccc2)NS(=O)(=O)c2ccc3c(c2)oc(=O)n3C)cc1 (stereo not given)	.	-6%	.	-18%	18%	-15%	-9%	4.8%	.

Next section:
SMILES	CCT chaperon mod	Abeta rescue	Mm-Cpn inhibitor	TGFb inhibitor	Nrf2 block	HepG2 tox	A549 tox	Nrf2 ARE act	pAkt inh
Cn1nc(N)nc1N1CCN(c2ccc(F)cc2)CC1	0.5	7%	1%	-3%	1%	3%	-10%	-0.6%	i
CC1(C)CC(NC(=O)c2ccccc2C(=O)NC2CC(C)(C)NC(C)(C)C2)CC(C)(C)N1	-0.3	8%	1%	-8%	15%	17%	4%	-0.2%	i
Cc1ccc(S(=O)(=O)N2CCCCC2)cc1NC(=O)c1c(-c2ccccc2)noc1C	-1.1	4%	-27%	-3%	9%	-8%	13%	-0.3%	i
CCN(CC)S(=O)(=O)c1ccc(Cl)c(NC(=O)COC(=O)/C=C/c2cc(OC)c(OC)c(OC)c2)c1	0.1	17%	-1%	-5%	3%	4%	5%	0.5%	i
CCN1C(=NCC(C)C)N[C@@H](c2cccc(F)c2)C(C(=O)OC)=C1C	-0.9	-24%	2%&-2%	7%	18%	7%	-2%	0.6%	i
